# aGal spleen mod: inhibitors or activators of human alpha-galactosidase in spleen homogenate; P06280; human spleen homogenate, 4MU-alpha-Gal fluorescence, 40 min; Potency, µM (titrated, usually from 80 µM), without a hit: at the top dose activity change, negative = inhibition, most hits filed as inhibitors; 240,000 compounds, 0.008% hits; AID 2107;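 further: potency means the concentration at half of the fitted maximal effect; 0% = enzyme with vehicle and -100% = no enzyme basal signal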
# Target sequence (P06280 32-429 limits assumed): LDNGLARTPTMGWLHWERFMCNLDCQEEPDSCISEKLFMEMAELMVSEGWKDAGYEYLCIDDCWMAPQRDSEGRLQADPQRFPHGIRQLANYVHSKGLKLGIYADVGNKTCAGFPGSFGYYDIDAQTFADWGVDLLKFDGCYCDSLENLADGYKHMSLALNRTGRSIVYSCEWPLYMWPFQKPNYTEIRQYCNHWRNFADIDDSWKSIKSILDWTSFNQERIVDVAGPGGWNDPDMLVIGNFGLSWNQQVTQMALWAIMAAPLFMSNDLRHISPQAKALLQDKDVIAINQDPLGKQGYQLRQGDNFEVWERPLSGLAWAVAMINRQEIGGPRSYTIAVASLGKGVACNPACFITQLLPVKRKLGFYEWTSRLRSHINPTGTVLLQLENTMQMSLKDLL
#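 Human spleen homogenate (1 ug) was the enzyme source, with 4-methylumbelliferyl-alpha-D-galactopyranoside (1 mM final) in pH 5.0 citrate buffer with 0.01% Tween-20. Compounds were titrated; after 40 min at 37C, NaOH/glycine stop, 4-MU fluorescence read; AC50 from Hill fits.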
# Tau fluor cs: counter-screen for tau fibril formation inhibitors | tau K18 P301L (four-repeat tau fragment) Alexa594 fluorescence, heparin fibrillization | Potency, µM (doses to about 57.7 µM), inactives show at the highest dose activity change, negative = decrease | 280,000 compounds, 0.93% hits | AID 1463; further: potency means the concentration at half of the fitted maximal effect; on the % scale 0 is the no-effect control and ±100 the full control effect; nearly all actives have a fitted effect of over 55% in size
#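 Human K18 P301L tau (15 uM unlabeled plus 0.24 uM Alexa 594-labeled, final) in 100 mM sodium acetate pH 7 was mixed with compound and 20 uM heparin and incubated 6 hr at 37 C.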
# CBFb RUNX1 block: blocks binding between human CBF-beta and RUNX1. AlphaScreen CBFb-His/RUNX1-biotin binding, biochemical. Potency, µM (doses to about 59.8 µM), for inactives: top-dose activity, negative = inhibition, most hits filed as inhibitors. 230,000 tested, under 10 active. AID 1477; further: % of control where 0% means no effect
#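 Interaction loss through any mechanism counts as activity. Pre-formed complex of His-CBF-beta and biotin-RUNX1 (30 nM apiece) is incubated with compound 15 min, then with 50 ng nickel and 50 ng streptavidin beads for 90 min before AlphaScreen detection.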
# Tau fibril FP: inhibitors of human tau fibril formation | P10636 | 280,000 compounds, 0.39% hits | Potency, µM (top dose mostly 57.7 µM), for inactives: at the highest dose activity, negative = inhibition, most hits filed as inhibitors | AID 1468 | K18 P301L tau heparin fibrillization, Alexa594 FP, 6 h; further: potency means the concentration at half of the fitted maximal effect; on the % scale 0 is the no-effect control and ±100 the full control effect; nearly all actives have a fitted effect of over 55% in size
# Target sequence (P10636 561-689 P618L limits assumed): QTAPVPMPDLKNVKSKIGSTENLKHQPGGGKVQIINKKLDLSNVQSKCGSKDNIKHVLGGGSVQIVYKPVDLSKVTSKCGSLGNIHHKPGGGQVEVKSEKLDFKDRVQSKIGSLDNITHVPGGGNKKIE
#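 Read-out: fluorescence polarization of Alexa 594-labeled tau (0.24 uM), 555 nm excitation, 632 nm emission. Mixtures held 15 uM unlabeled K18 P301L, compound and 20 uM heparin, pH 7 acetate buffer, incubated 6 hr at 37 C.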
# Epigenetic derep: epigenetic control regulation, reporter derepression. murine LDR cells, GFP reporter derepression, 30 h. Potency, µM (top dose mostly 53.9 µM), for inactives: at the highest dose GFP activation, actives largely listed as activators. 280,000 compounds, 0.2% hits; further: potency means the concentration at half of the fitted maximal effect; % of control where 0% means no effect; nearly all actives have a fitted effect of over 60% in size
#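 Readout is the number of GFP-expressing murine LDR cells, counted by cytometry following washing. Cells were treated with compound for 30 h at 37 C; the stably integrated CMV-GFP locus is normally silent.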
# TexasRed fluor: alters Texas Red total fluorescence, flagging assay interference; TRb/SRC2 Texas Red total fluorescence interference; Potency, µM (top dose mostly 106 µM), for inactives: at the top dose fluorescence change, negative = quenching; 280,000 compounds, 0.29% hits; active means well fitted curve in either direction with a large enough effect; inconclusive means small, poorly fitted or top-dose-only effect; further: potency means the concentration at half of the fitted maximal effect; on the % scale 0 is the no-effect control and ±100 the full control effect
#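 Human TRβ ligand-binding domain (0.6 uM) and Texas Red SRC2 peptide (20 nM) in Tris buffer with 1 uM T3 and 5% DMSO were incubated with pinned compound for 5 hr at ambient temperature. Total fluorescence was computed as S + 2P (555/632 nm).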
# NPSR antag: antagonists of human neuropeptide S receptor cAMP signaling; 220,000 compounds, 1% hits; Potency, µM (series often up to 38.3 µM), for inactives: at the highest dose activity change, negative = inhibition, usual class: inhibitors; Q6W5P4; AID 1461; CHO-NPSR cells, cAMP TR-FRET, antagonist mode; further: potency means the concentration at half of the fitted maximal effect; on the % scale 0 is the no-effect control and ±100 the full control effect; nearly all actives have a fitted effect of over 50% in size; many of its hits are not listed in these tables
# TRb SRC2 PPI: disrupts binding of human TR beta to SRC2; P10828; TRbeta-SRC2 peptide binding, fluorescence polarization; receptor liganded with 1 µM T3; Potency, µM (series often up to 106 µM), for the others: top-dose activity change, negative = inhibition, most hits filed as inhibitors; 280,000 compounds, 0.065% hits;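 further: potency means the concentration at half of the fitted maximal effect; plate controls were bound peptide for no effect and peptide without receptor for full effect; nearly all actives have a fitted effect of over 50% in size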
# Target sequence (P10828 whole entry, looked up): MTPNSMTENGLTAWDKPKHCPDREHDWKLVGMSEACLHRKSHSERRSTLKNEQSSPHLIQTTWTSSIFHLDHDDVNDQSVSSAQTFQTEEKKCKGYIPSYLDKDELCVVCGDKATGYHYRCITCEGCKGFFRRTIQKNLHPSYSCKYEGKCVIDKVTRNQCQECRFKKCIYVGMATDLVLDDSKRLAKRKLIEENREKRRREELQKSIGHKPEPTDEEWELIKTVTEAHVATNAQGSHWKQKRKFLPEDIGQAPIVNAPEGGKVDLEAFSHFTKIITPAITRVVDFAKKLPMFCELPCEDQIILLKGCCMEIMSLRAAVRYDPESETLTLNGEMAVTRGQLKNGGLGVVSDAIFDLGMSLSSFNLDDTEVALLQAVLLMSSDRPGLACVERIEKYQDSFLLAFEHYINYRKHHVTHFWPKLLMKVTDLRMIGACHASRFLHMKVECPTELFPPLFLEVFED
#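 Human TRb LBD (0.6 uM) plus Texas Red-labeled SRC2 peptide (20 nM), 1uM T3, 5% DMSO, 5 hr at ambient temperature. Decreased polarization (555/632 nm) flags inhibition; data normalized to free and bound peptide controls.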
# * = called active by the depositor; ? = inconclusive; nt = not tested or not shown; & = joins results of further samples; [ ] = another dose, or the depositor's remark. Unless noted, the call rests on the fitted dose curve; in most records, active means well fitted curve in the direction sought with a large enough effect; inconclusive means small, poorly fitted or top-dose-only effect, or another doubt; inactive means no such curve, though single readings can be large; an effect the other way counts as inactive or inconclusive.
# Below each SMILES: TexasRed fluor	TRb SRC2 PPI	aGal spleen mod	Tau fluor cs	Epigenetic derep	CBFb RUNX1 block	NPSR antag	Tau fibril FP
CCOc1ccccc1NC(=O)CN1CCC(NC(=O)c2ccccc2)CC1
→ -3%	-13%	-3%	-3%	0.0%	1%	-13%[46.1 µM]	-9%
COc1ccc(N(C)C(=O)CCn2cnc3onc(-c4ccc(F)cc4)c3c2=O)c(OC)c1
→ -2%	-3%	nt	-23%	-1.3%	nt	nt	0%
CCN(CC)CCCNC(=O)c1ccc2nc(N3CCCCC3)sc2c1
→ 0%	8%	nt	5%	-3.2%	nt	nt	0%
c1ccc(CN(CCN(Cc2ccccn2)Cc2ccccn2)Cc2ccccn2)nc1
→ 0%	7%	0%	-15%	?	10%	nt	-14%
COc1ccc(N2CCN(C(=O)CC(NC(N)=O)c3cccc(Oc4ccccc4)c3)CC2)cc1 (stereo not given)
→ -5%	3%	-7%	-21%	1.9%	-18%	?	11%
CC(C)(C)Nc1scc(-c2ccccc2)[n+]1-c1ccccc1
→ -1%	8%	-5%	0%	1.1%	?	5%	0%
O=C(Cc1coc(-c2ccc(F)cc2)n1)NCc1ccccc1
→ 0%	5%	-4%	-4%	0.0%	6%	-14%[46.1 µM]	1%
COc1ccc2c(c1)c1c(c(=O)n(-c3ccc(F)c(Cl)c3)c(=O)n1Cc1ccccc1C)n2C
→ -1%	3%	nt	7%	-0.4%	nt	nt	2%
N#Cc1cnc(Nc2ccc(F)cc2)nc1N
→ -8%	-1%	5%	-1%	1.0%	3%	-1%	4%
O=C(Nc1cccn(Cc2ccccc2)c1=O)NC1CCCCC1
→ 1%	2%	-1%	-12%	1.1%	-4%	-13%[46.1 µM]	1%
C=CCNC(=O)CN(c1cc(Cl)ccc1OC)S(=O)(=O)c1ccc(C)c([N+](=O)[O-])c1
→ 0%	9%	1%	-14%	0.0%	1%	2%	-6%
COc1ccc(NS(=O)(=O)c2ccc(N3CCOCC3)c(NC(=O)C(C)C)c2)cc1
→ -3%	-6%	5%	-7%	9.9%	5%	-5%	-8%
Cc1ccc(S(=O)(=O)NCc2nc(-c3cccc(C)c3)no2)cc1
→ ?	-9%	nt	-24%	-1.9%	nt	nt	-10%
CC1=NN(c2ccc(Cl)cc2)C(=O)/C1=C\c1cccn1-c1ccc(S(N)(=O)=O)cc1
→ -9%	5%	-6%	11µM*[quencher]	-2.2%	?	-46%	11%
Cc1cccc(NC(=O)c2cc3c([nH]c2=O)CC(c2ccccc2)CC3=O)c1 (stereo not given)
→ -2%	6%	nt	0%	-0.3%	nt	nt	6%
Nc1ccn(Cc2ccccc2)n1
→ -5%	5%	-1%	0%	-1.0%	-16%	2%	5%
Cc1ccc2cc(CCl)c(Cl)nc2c1
→ -3%	1%	3%	-6%	-0.9%	-9%	?	4%
C=C1[C@@H](OC(C)=O)CC[C@]2(C)[C@@H]1C[C@@H]1C[C@H](OC(C)=O)C(C)=C([C@@H](OC(C)=O)[C@@H]2OC(C)=O)C1(C)C
→ 1%	-4%	13%	3%	7.3%	9%	-21%	1%
Cc1ccc(S(=O)(=O)c2nc(-c3cccc(C)c3)oc2N2CCCCC2)cc1
→ -19%	5%	nt	-11%	-1.6%	nt	nt	2%
CCN(CC)S(=O)(=O)c1ccc(O)c(C(=O)OCC(=O)Nc2cc(C)c(C)cc2[N+](=O)[O-])c1
→ 4%	-1%	7%	-25%	-0.1%	-23%	-24%	10%
CCOC(=O)C1CCCN(c2c(Nc3ccc(C)c(C)c3)c(=O)c2=O)C1 (stereo not given)
→ -8%	-9%	-3%	-4%	0.0%	11%	-15%[46.1 µM]	-2%
CC(C)(C)OC(=O)N/N=C/c1cccn1-c1ccc([N+](=O)[O-])cc1
→ 0%	0%	0%	-21%	0.5%	-17%	17%	5%
S=C(c1cn(Cc2ccc(Br)cc2)c2ccccc12)N1CCOCC1
→ 0%[53 µM]	-2%[53 µM]	-3%	-15%	-1.3%	-27%	-39%	7%
CCc1cccc(C)c1NC(=O)CSc1nnc(-c2cc3cc(Br)ccc3o2)n1CC
→ 3%	2%	5%	1%	-0.8%	4%	?	-7%
Cc1ccc(NC(=O)C(C)N=C2NS(=O)(=O)c3ccccc32)cc1 (stereo not given)
→ 2%	3%	-2%	0%	-0.4%	-5%	-2%	5%
Cc1ccc(-n2c3nc(=O)[nH]c(=O)c-3cc3cc([N+](=O)[O-])ccc32)cc1C
→ -4%	-16%	2%	-6%	?	4%	-36%	7%
COc1ccc(C(C(=O)NC2CCCCC2)N(C(=O)Cc2c[nH]c3ccccc23)c2ccc(NC(C)=O)cc2)cc1OC (stereo not given)
→ 0%	-12%	1%	-10%	-1.1%	0%	-13%[46.1 µM]	5%
Clc1cccc(-n2cc(-c3ccccc3)c3c(NC4CCCC4)ncnc32)c1
→ -3%	-5%	nt	-8%	1.5%	nt	nt	-7%
CC[n+]1c(C)sc2cc(C)ccc21
→ -1%	0%	7%	-21%	-3.6%	-5%	11%	-11%
COc1cc(/C=C/C(=O)O)ccc1OCc1ccc([N+](=O)[O-])cc1
→ -2%	7%	1%	6%	-1.2%	18%	-21%	6%
Cc1cccc(CNC(=O)CCCN2C(=O)CCn3nc(-c4cn(C)c5ccccc45)cc32)c1
→ -2%	-1%	nt	-16%	-0.6%	nt	nt	3%
COc1ccccc1NC(=O)c1ccccc1NC(=O)c1cc(Cl)ccc1NC(=O)c1ccco1
→ -5%	0%	-1%	-29%	-1.0%	9%	-21%[46.1 µM]	?
O=C(CCn1c(=S)oc2ccccc21)NC1CCCCCCC1
→ 0%	-5%	14%	-20%	-4.2%	7%	6%	-3%
COc1cc2c(cc1OC)n(CC(=O)c1cccc(Cl)c1)c(=O)n1nc(CCn3nc(C)cc3C)nc21
→ -16%	-4%	nt	8%	-1.6%	nt	nt	-8%
CN(C)c1ccc(C(=O)Nc2nc3c(s2)CCCC3)cc1
→ -6%	1%	-1%	?	-1.0%	-4%	-50%	5%
CN(C)S(=O)(=O)c1ccc(NC(=O)Cn2ccsc2=N)cc1
→ -3%	2%	3%	0%	-1.6%	1%	3%	-2%
O=C(/C=C/c1ccc(OCCCF)cc1)NCc1cccc(Cl)c1
→ -7%	-6%	8%	-21%	1.1%	2%	-20%[46.1 µM]	-4%
COc1ccc(-c2nc(-c3ccccc3)no2)c(OC)c1
→ -5%	3%	4%	-26%	0.0%	?	-8%[46.1 µM]	?
COc1ccccc1N(CC(=O)Nc1ccc2c(c1)OCCO2)S(C)(=O)=O
→ 1%	-19%	-22%	-7%	-1.0%	-2%	-6%[46.1 µM]	-9%
CN(C)C(CN=C1NS(=O)(=O)c2ccccc21)c1ccco1 (stereo not given)
→ 1%	-4%	-10%	0%	3.3%	-7%	11%	5%
Cc1ccc(C)c(CNC(=O)CCn2cccn2)c1
→ 1%	-6%	nt	2%	0.0%	nt	nt	-4%
CCC(c1nnnn1C(C)(C)CC)N(CCCO)Cc1cc2cc(C)cc(C)c2[nH]c1=O (stereo not given)
→ -2%	-8%	-1%	-11%	-1.6%	2%	-14%[46.1 µM]	?
CS(=O)(=O)Nc1nnc(SCC(=O)N(c2ccccc2)c2ccccc2)s1
→ -10%	4%	0%	3%	-1.1%	10%	3%	1%
COc1ccc(CNC(=O)c2ccc3c(O)c(S(=O)(=O)c4ccccc4)c(=O)[nH]c3c2)cc1
→ -2%	-1%	nt	1%	-1.7%	nt	nt	1%
CC(C)(C)S(=O)(=O)Cc1nc(-c2ccc(Cl)c(Cl)c2)cs1
→ -1%	-4%	-14%	-26%	-0.8%	11%	6%	-7%

# Only Epigenetic derep, for some of the entries so far:
smiles	Epigenetic derep
Cc1ccc(S(=O)(=O)c2nc(-c3cccc(C)c3)oc2N2CCCCC2)cc1	-1.6%
CC1=NN(c2ccc(Cl)cc2)C(=O)/C1=C\c1cccn1-c1ccc(S(N)(=O)=O)cc1	-2.2%

# Following part.
# Below each SMILES: TexasRed fluor	TRb SRC2 PPI	aGal spleen mod	Tau fluor cs	Epigenetic derep	CBFb RUNX1 block	NPSR antag	Tau fibril FP
O=C1c2cccnc2C(=O)N1Cc1cccs1
→ -3%	-1%	-2%	1%	1.0%	-23%	10%[46.1 µM]	0%
COc1cccc(NC(=O)CCCn2c(=S)[nH]c3ccccc3c2=O)c1
→ -3%	-5%	7%	-23%	4.9%	-2%	-10%[46.1 µM]	-2%
CCOc1ccc(-c2nc3c(c(SCC(=O)N4CCCCC4)n2)Cc2cccc(OC)c2O3)cc1
→ 0%	-9%	nt	-9%	-2.6%	nt	nt	8%
CC1(C)Cc2c(sc3c2c(=N)n(Cc2ccco2)c(=O)n3Cc2ccccc2)CO1
→ 0%	-8%	0%	2%	1.1%	-7%	?	2%
C=CCn1c(SCC(=O)C(C)(C)C)nnc1-c1cccs1
→ 2%	-6%	-1%	-1%	-6.4%	-13%	-4%[46.1 µM]	?
CCCN(CCC)CCCNC(=O)c1cc2c(=O)[nH]c3ccccc3c2n1C
→ 1%&-2%	0%&-9%	5%	-12%&-20%	-0.6%&-6.0%	5%	18%	2%&-9%
CSc1cccc(NS(=O)(=O)c2cccs2)c1
→ 0%	2%	1%	-6%	0.0%	0%	-3%[46.1 µM]	0%
COc1ccc2c(C)cc(SCC(=O)Nc3cccnc3Cl)nc2c1
→ -1%	-4%	3%	-12%	?	-2%	?	-10%
Cc1ccc(-c2nc3ccccc3o2)cc1NC(=S)NC(=O)c1cc2ccccc2o1
→ -3%	1%	9%	3%	-1.0%	-2%	-55%	4%
CCN(c1cccc(C)c1)S(=O)(=O)c1ccc2c3c(cccc13)C(=O)N2
→ -1%	-16%	1%	?	-1.2%	14%	-19%[46.1 µM]	?
CN(c1ccccc1)S(=O)(=O)c1nnc(NC(=O)c2ccco2)s1
→ 10%	-1%	nt	2%	?	nt	nt	-6%
OC(COc1ccccc1)CN1CCCC1 (stereo not given)
→ 0%	5%	0%	-4%	1.6%	6%	-4%	2%

# High-throughput results: PubChem, National Center for Advancing Translational Sciences (NCATS)

# Not all compounds are listed. The share of hits here may be higher or lower than overall.
